Source: PubChem
NR2E3 ag-1 – agonists of human NR2E3 nuclear receptor | actives 0.35% (n = 360,000) | Q9Y5X4 | inhibition of corepressor binding, % at 3.98 µM | CHO-S Gal4-NCOR/VP16-NR2E3 two-hybrid, luciferase | AID 602229;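 active means inhibition above the mean of all tested compounds plus 3 SD, cut at about 70% in these data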;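 further: 0% = DMSO with NR2E3 transfected cells and 100% = cells lacking NR2E3 construct; higher means lower luciferase signal from less NR2E3 corepressor binding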
Target sequence (Q9Y5X4 whole entry, looked up, the tested form may be a part): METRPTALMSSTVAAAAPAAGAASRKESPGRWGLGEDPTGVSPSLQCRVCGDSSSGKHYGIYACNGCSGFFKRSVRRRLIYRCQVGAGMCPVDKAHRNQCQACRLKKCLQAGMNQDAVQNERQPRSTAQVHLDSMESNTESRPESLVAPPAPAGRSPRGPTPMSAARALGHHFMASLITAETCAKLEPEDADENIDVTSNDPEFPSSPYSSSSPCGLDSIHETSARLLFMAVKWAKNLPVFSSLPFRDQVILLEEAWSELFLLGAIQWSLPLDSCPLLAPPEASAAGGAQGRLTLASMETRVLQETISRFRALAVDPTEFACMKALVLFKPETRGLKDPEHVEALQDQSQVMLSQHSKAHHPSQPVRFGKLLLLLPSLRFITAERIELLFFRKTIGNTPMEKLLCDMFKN
Exocytosis inh – lytic granule exocytosis inhibition. TALL-104 LAMP-1 surface exposure, flow cytometry; cells stimulated with thapsigargin and PMA. inhibition, % at 10 µM. actives 0.66% (n = 360,000). AID 651702;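 active means inhibition above about 55%, limit read from the data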
iPSC survival up – increases survival of single human iPS cells; hiPSC single-cell survival, ATPlite luminescence; 100% = ROCK inhibitor wells, 0% = DMSO; survival enhancement, % at 20 µM; actives 0.044% (n = 360,000); AID 602274; in the data active means survival enhancement above about 18%;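 further: cells exposed to compounds for 16 hours before the ATP read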
HIF-2a inh – blocks HIF-2a reporter activity; 786-0 RCC cells HIF-2a reporter, luciferase luminescence, overnight; inhibition, % at 18.8 µM; actives 0.72% (n = 360,000);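 active means inhibition of the luminescence signal of 40% or more relative to plate controls, in a single-dose primary screen at 18.75 µM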
NR2E3 ag-2 – NR2E3 (human) agonism | Q9Y5X4 | AID 2300 | GST-NR2E3/biotin-RetCOR TR-FRET, 1536-well | actives 0.12% (n = 320,000) | inhibition of corepressor binding, % at 4.78 µM;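 active means percent inhibition above the cutoff of mean plus 3 SD of all tested compounds, set per screening campaign, cut at about 20% in these data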;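 further: 0% = DMSO wells and 100% = biotin wells as full block of FRET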
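Material – GST-tagged NR2E3 plus biotinylated RetCOR corepressor · Quantity – NR2E3 fusion 1.35 nM · Times – 5 h incubation at 4 °C · Medium – pH 7.5 Tris-based buffer · Technique – TR-FRET, Eu(K)-anti-GST donor, streptavidin-D2 acceptor, ex 340, em 617/671 nm · Benchmarks – high control biotin, low control 0.6% DMSO · Format – 1536-well plates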
PDI turbidity – blocks human protein disulfide isomerase activity. P07237. PDI insulin aggregation turbidity, A650, 90 min. inhibition, % at 10 µM. actives 0.052% (n = 350,000);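 active means mean inhibition across replicates of 30% or more, whatever share of single replicates reach that level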;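 further: absorbance from insulin aggregation driven by PDI reduction with DTT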
Target sequence (P07237 whole entry, looked up): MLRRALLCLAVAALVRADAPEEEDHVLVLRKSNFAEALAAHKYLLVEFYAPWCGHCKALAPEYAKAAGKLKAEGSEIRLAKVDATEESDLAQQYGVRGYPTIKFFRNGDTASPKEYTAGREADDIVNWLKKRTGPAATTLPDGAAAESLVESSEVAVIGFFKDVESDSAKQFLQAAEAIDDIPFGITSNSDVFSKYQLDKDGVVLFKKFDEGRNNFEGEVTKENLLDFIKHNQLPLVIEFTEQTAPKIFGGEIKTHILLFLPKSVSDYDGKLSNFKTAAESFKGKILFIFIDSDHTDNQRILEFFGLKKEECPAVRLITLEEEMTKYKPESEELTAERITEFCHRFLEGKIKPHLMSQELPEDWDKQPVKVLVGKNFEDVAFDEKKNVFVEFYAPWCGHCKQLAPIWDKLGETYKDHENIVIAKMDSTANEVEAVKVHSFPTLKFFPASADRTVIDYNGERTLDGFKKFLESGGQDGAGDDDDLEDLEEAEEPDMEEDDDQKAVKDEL
Vif imaging – inhibitors of HIV Vif; HEK293T cells, Vif self-association by quenched fluorescence, imaging, 24 h; inhibition, % at 7.49 µM; actives 0.35% (n = 340,000); AID 602346; in the data active means inhibition above about 50%, passing the limit was not always enough; further: some results filed as inactive read as strong as hits
aDG glyco act – increases alpha dystroglycan glycosylation; Pro5-aDG cells, alpha-DG glycosylation AlphaScreen (IIH6); 0% Pro5, 100% B10-LARGE cell signal; AID 624168; activation, % at 10 µM; actives 0.22% (n = 360,000);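 active means activation of at least 8% versus controls, or a plate z-score of at least 8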;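 further: Pro5 are CHO cells carrying HIG-tagged alpha-DG that lacks glycosylation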
TRPM1 prom inh – MITF TRPM1 promoter inhibition in SK-MEL-5 cells; actives 0.83% (n = 330,000); SK-MEL-5 TRPM1 promoter luciferase, 24 h; inhibition, % at 12.5 µM;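 active means mean inhibition across replicates of 60% or more, whatever share of single replicates reaches that level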; further: values of inactives mirror those of a sister screen read the other way
CaV13 FRET inh – Primary screen for inhibitors of IQ motif and Ca2+-dependent inactivation inhibitor domain binding in CACNA1D, Förster resonance energy transfer in living cells, …; HEK cells, CFP/YFP FRET ICDI-IQ, plate reader, 10 min; percent FRET-ratio fall versus neutral wells; inhibition, % at 12.3 µM; actives 0.098% (n = 340,000);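 active means mean replicate inhibition of at least 30% and at least 1% of replicates passing that level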;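 further: 0% = median of the neutral control wells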
Peg3 promoter – inhibitors of Peg3 promoter | HeLa PEG-Prom luciferase reporter, luminescence, overnight | actives 1.7% (n = 360,000) | inhibition, % at 20 µM | AID 588405;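 active means inhibition of at least 50% at 20 µM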
Active calls of the source: *; / = not tested or not shown. Compounds were not picked by outcome; 3.5% or so of the library scored in one or more.

[1] CCCNC(=O)C1=C(C)C(=O)OC12CCC(C)CC2 (stereo not given)
[2] CC1CCCC(C)N1CCCNC(=O)CCn1c(=O)c2cccn2c2cccnc21 (stereo not given)
[3] COc1ccc(CCNC(=O)c2ccc3nc(N4CCCCC4)sc3c2)cc1OC
[4] CC(C)C[C@@H]1Cc2[nH][nH]c(=O)c2[C@H](c2ccc(Cl)cc2)O1
[5] CN(C(=O)CN1CCN(c2cnn(-c3ccccc3)c(=O)c2Cl)CC1)C1CCS(=O)(=O)C1 (stereo not given)

assay / entry,1,2,3,4,5
NR2E3 ag-1,14,1,-88,-35,-17
Exocytosis inh,-5,-2,-3,3,-7
iPSC survival up,0.2,0.2,0.5,1.1,-0.1
HIF-2a inh,6,-3,-114,13,-1
NR2E3 ag-2,2,3,1,/,0
PDI turbidity,/,-7,-4,/,-4
Vif imaging,-1,8,-9,/,-10
aDG glyco act,-0.1,-0.1,0.0,0.3,0.0
TRPM1 prom inh,/,-9,/,/,0
CaV13 FRET inh,-5,-6,-5,-5,-2
Peg3 promoter,0,-18,-16,/,18

[6] CCCc1cnc(N2CCN(C(=O)c3c(-c4ccccc4)noc3C)CC2)nc1
[7] Cc1sc2ncn(CC(=O)Nc3c(F)cccc3F)c(=O)c2c1S(=O)(=O)N1CCC(C)CC1
[8] COC(=O)c1ccccc1NC(=O)CSCC(=O)Nc1ccccc1OC
[9] O=C(N/N=C/c1ccc(O)cc1)c1ccc(COc2cc(Cl)ccc2Cl)o1
[10] CCC1CC(CSC(=N)N)OC1=O (stereo not given)

assay / entry,6,7,8,9,10
NR2E3 ag-1,9,3,-14,54,11
Exocytosis inh,-5,0,-2,3,5
iPSC survival up,1.5,-1.2,-1.9,-1.1,0.7
HIF-2a inh,17,8,22,-55,9
NR2E3 ag-2,-2,1,-1,2,1
PDI turbidity,1,2,1,20,4
Vif imaging,-8,3,11,/,4
aDG glyco act,-0.1,-0.2,0.2,1.0,0.0
TRPM1 prom inh,6,2,-1,0,/
CaV13 FRET inh,-2,-4,-6,-2,17
Peg3 promoter,13,0,9,-14,10

[11] CN(C)S(=O)(=O)c1ccc(Cl)c(NC(=O)COC(=O)/C=C/c2ccc3ccccc3n2)c1
[12] CCOC(=O)Cc1csc(NC(=O)CCN2C(=O)c3cccc([N+](=O)[O-])c3C2=O)n1
[13] O=c1[nH]c2ccc(S(=O)(=O)N3CCC(Cc4ccccc4)CC3)cc2o1
[14] COc1cc(-n2c(C)nc3cc(C(=O)NCC4CCCO4)ccc32)cc(OC)c1OC (stereo not given)
[15] c1ccc(-c2nn3c(Cn4nnc5ccccc54)nnc3s2)nc1

assay / entry,11,12,13,14,15
NR2E3 ag-1,24,-12,0,16,-19
Exocytosis inh,1,-7,-2,3,-6
iPSC survival up,5.7,0.2,-1.1,-0.5,6.8
HIF-2a inh,1,5,9,12,-4
NR2E3 ag-2,1,-1,0,3,0
PDI turbidity,-22,-4,8,-3,-1
Vif imaging,-4,9,/,15,-14
aDG glyco act,0.1,0.0,0.3,0.0,-0.2
TRPM1 prom inh,4,/,8,8,6
CaV13 FRET inh,-6,-7,/,-2,-6
Peg3 promoter,12,-12,1,8,9

[16] CCc1nc2scc(-c3ccc(C)cc3)c2c(=O)n1N
[17] O=C(Nc1ccn(Cc2c(F)c(F)cc(F)c2F)n1)c1ccc(COc2ccccc2Cl)cc1
[18] CCc1ccc2oc(C(=O)Nc3nonc3C)c(C)c2c1
[19] COc1ccc(OCCN(C)CC(=O)Nc2c(C)cccc2C)cc1
[20] CN(C)S(=O)(=O)N1CCN(S(=O)(=O)c2ccc(F)cc2)CC1

assay / entry,16,17,18,19,20
NR2E3 ag-1,-12,-96,-16,-5,4
Exocytosis inh,4,-1,-2,-8,-4
iPSC survival up,-0.7,1.6,0.9,-0.3,1.7
HIF-2a inh,-90,-66,-210,12,5
NR2E3 ag-2,-3,-4,-4,/,-1
PDI turbidity,11,-5,0,-2,2
Vif imaging,2,-11,-5,4,12
aDG glyco act,0.0,0.3,0.0,0.1,0.1
TRPM1 prom inh,-34,9,-53,5,-6
CaV13 FRET inh,-4,-8,-16,-15,-5
Peg3 promoter,-41,9,-426,13,13

[21] CC1CCC2(CC1)NC(=O)N(CC(=O)N1c3ccccc3CC1C)C2=O (stereo not given)
[22] Cc1ccc(NC(=O)c2ccn(C)n2)c(Br)c1
[23] O=C(N/N=C/c1ccccc1)C1CCCN1C(=O)c1cc([N+](=O)[O-])cc([N+](=O)[O-])c1 (stereo not given)
[24] CC(C)Sc1n[nH]c(=O)n1-c1cccc(C(F)(F)F)c1
[25] CCOC(=O)C[C@H]1c2ccc(C(F)(F)F)cc2S(=O)(=O)N1c1cccc(OC)c1

assay / entry,21,22,23,24,25
NR2E3 ag-1,8,-125,2,-24,-6
Exocytosis inh,1,2,3,-1,-6
iPSC survival up,-2.7,1.0,-0.4,0.0,1.4
HIF-2a inh,3,-76,4,21,4
NR2E3 ag-2,/,-3,/,-4,0
PDI turbidity,-3,11,-1,23,1
Vif imaging,22,2,0,7,2
aDG glyco act,-0.2,-0.2,-0.3,-0.2,0.0
TRPM1 prom inh,5,-33,9,-3,14
CaV13 FRET inh,-6,-5,/,-2,-6
Peg3 promoter,5,-87,23,12,-8

As entered above:
COC(=O)c1ccccc1NC(=O)CSCC(=O)Nc1ccccc1OC – CaV13 FRET inh = -6
CCc1nc2scc(-c3ccc(C)cc3)c2c(=O)n1N – CaV13 FRET inh = -4

An excerpt from above, showing only Exocytosis inh and NR2E3 ag-1.
cpd | compound | Exocytosis inh | NR2E3 ag-1
21 | CC1CCC2(CC1)NC(=O)N(CC(=O)N1c3ccccc3CC1C)C2=O (stereo not given) | 1 | 8
22 | Cc1ccc(NC(=O)c2ccn(C)n2)c(Br)c1 | 2 | -125
23 | O=C(N/N=C/c1ccccc1)C1CCCN1C(=O)c1cc([N+](=O)[O-])cc([N+](=O)[O-])c1 (stereo not given) | 3 | 2
24 | CC(C)Sc1n[nH]c(=O)n1-c1cccc(C(F)(F)F)c1 | -1 | -24

Following part.
[26] CC(=O)Nc1ccc(-c2nc(C)c(C(C)=O)n2O)cc1
[27] COC(=O)CCSc1cc(NCCOC(C)=O)c([N+](=O)[O-])c2nonc12
[28] COc1ccc(S(=O)(=O)N2CCCc3ccccc32)cc1[N+](=O)[O-]
[29] COc1ccccc1NC(=O)COc1ccc(Br)cc1CNC1CCCC1
[30] COc1ccc(NC(=O)c2oc3ccccc3c2NC(=O)c2ccc(OC)c(OC)c2)c(OC)c1

assay / entry,26,27,28,29,30
NR2E3 ag-1,-8,-25,-7,6,-8
Exocytosis inh,-7,-6,5,6,-1
iPSC survival up,0.5,2.1,-0.6,-1.5,-0.2
HIF-2a inh,-18,13,11,4,-57
NR2E3 ag-2,-1,0,-1,1,/
PDI turbidity,9,-6,14,4,2
Vif imaging,22,-13,-7,-1,18
aDG glyco act,-0.3,0.2,0.2,1.5,-0.1
TRPM1 prom inh,-4,-2,36,-9,0
CaV13 FRET inh,-10,-5,-19,5,-6
Peg3 promoter,-3,10,30,4,-13

[31] C=CCN1C(=O)C(Cc2ccccc2)S/C1=N/N=C/c1cccs1 (stereo not given)
[32] CC(C)=CCC(C)(C)C1OCCN1C(=O)c1ccccc1 (stereo not given)
[33] CCC(CC)NC(=O)CO/N=C/c1ccccc1OC(F)F
[34] COc1ccc2cc(C)c3nnc(SCC(=O)Nc4cc(OC)c(OC)cc4C(=O)O)n3c2c1
[35] COc1cccc(CN2CC(C(=O)NCc3cccc(N4CCCC4)c3)CCC2=O)c1 (stereo not given)

assay / entry,31,32,33,34,35
NR2E3 ag-1,-5,-6,0,-1,-3
Exocytosis inh,2,0,-4,2,16
iPSC survival up,-2.5,-2.0,1.7,0.1,-0.5
HIF-2a inh,4,10,15,11,-5
NR2E3 ag-2,4,-3,2,9,-2
PDI turbidity,-2,-3,3,-9,0
Vif imaging,30,-3,-3,-4,-10
aDG glyco act,-0.2,0.0,0.0,0.2,-0.3
TRPM1 prom inh,-3,8,2,12,-9
CaV13 FRET inh,-3,-8,-7,-5,-3
Peg3 promoter,29,12,9,3,-23

[36] COc1ccc([C@@H]2[C@@H]3C(=O)N(C(C)(C)C)C(=O)[C@@H]3[C@]3(Cc4ccccc4)C(=O)N(c4ccc(C(F)(F)F)cc4)C(=O)N23)cc1
[37] [O-]C1=N/[N+](=C/c2ccccc2Cl)CC1
[38] CCCCN1C(=O)c2ccc(C(=O)NCCN3C(=O)S/C(=C\c4cccnc4)C3=O)cc2C1=O
[39] O=C(CN1CCN(c2ccccc2F)CC1)c1c[nH]c2ccc(F)cc12
[40] Cc1cccc(OCCn2nnc3ccccc32)c1C

assay / entry,36,37,38,39,40
NR2E3 ag-1,-18,-4,12,-4,-82
Exocytosis inh,0,1,8,1,-1
iPSC survival up,-3.4,13,2.9,-1.9,-0.1
HIF-2a inh,-25,6,4,-10,-256
NR2E3 ag-2,-2,0,-5,-1,2
PDI turbidity,-10,-20,0,0,5
Vif imaging,-5,-2,-2,1,-9
aDG glyco act,0.3,-0.2,-0.3,-0.1,0.3
TRPM1 prom inh,-3,6,0,7,-52
CaV13 FRET inh,-4,/,-5,-4,-3
Peg3 promoter,-5,-13,-4,-11,-229

[41] O=C(CSc1nnc(-c2ccco2)o1)c1ccc(F)c(F)c1
[42] COC(=O)c1cc(-c2ccc(C)cc2)n[nH]1
[43] O=C(O)C1C2CCC(O2)C1C(=O)NCCC1=CCCCC1 (stereo not given)
[44] Cc1ccc(S(=O)(=O)N(C)C)cc1NC(=O)CSc1nc2ccccc2c(=O)n1CC1CCCO1 (stereo not given)
[45] C=C(Br)Cn1cnc2ccccc21

assay / entry,41,42,43,44,45
NR2E3 ag-1,-22,-55,-19,-22,-3
Exocytosis inh,0,0,2,-5,0
iPSC survival up,-1.2,-0.3,-1.5,1.5,-1.6
HIF-2a inh,6,-190,-7,14,7
NR2E3 ag-2,-1,7,-1,0,3
PDI turbidity,-12,0,5,4,-1
Vif imaging,-6,-3,/,-5,-2
aDG glyco act,-0.1,-0.2,0.3,-0.3,-0.1
TRPM1 prom inh,2,-13,10,-1,-10
CaV13 FRET inh,/,-3,/,/,-5
Peg3 promoter,-18,-186,3,16,-4
